# Screens: PubChem, National Center for Advancing Translational Sciences (NCATS)
# EPAC1 agonist: qHTS for Agonist of cAMP-regulated guanine nucleotide exchange factor 3 (EPAC1): primary screen | Rap guanine nucleotide exchange factor 3 (Homo sapiens), O95398 | EPAC1 agonist qHTS, biochemical assay; response scale: 100% = response to 6.5 mM cAMP | Potency, µM (titrated, usually from 154 µM), for the others: at the highest dose activation, most hits filed as activators | 0.073% of 360,000 active | AID 720707, 2013; also: potency is read from the fitted curve at half-maximal effect; nearly all actives have a fitted effect of over 60% in size
#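 Read-out is the fluorescence drop as BODIPY-GDP leaves Rap1B (480 nm excitation, 540 nm emission), recorded every 5 minutes over 30 minutes. Reactions held 100 nM EPAC1, 250 nM Rap1B–BODIPY-GDP and 50 uM GDP, with 6.5 mM cAMP setting full activation.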
# EPAC2 agonist: qHTS for Agonist of cAMP-regulated guanine nucleotide exchange factor 4 (EPAC2): primary screen; EPAC2 activation, biochemical qHTS; response scale: 100% = 6.5 mM cAMP response; Potency, µM (titrated, usually from 154 µM), for inactives: at the highest dose activation, hits mostly activators; 0.079% of 360,000 active; AID 720711, 2013; also: potency is read from the fitted curve at half-maximal effect; nearly all actives have a fitted effect of over 50% in size
#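 EPAC2 (100 nM) mixed with Rap1B loaded with BODIPY-GDP (250 nM) plus 50 uM unlabeled GDP; compounds pinned in, 5 min RT, then read every 5 min for 30 min (ex 480, em 540 nm). Normalized to cAMP control.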
# IL-2 act: qHTS of IL-2 Activators; activation, % (series mostly up to about 46 µM); 0.065% of 360,000 active; IL-2 activation reporter assay, cell-based qHTS; stimulated with anti-CD3/CD4/CD28 beads; in transgenic mouse T cells; in the data active = activation above about 50%; inconclusive = mostly about 30% to 49%; also: 0% is about no effect
#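 Readout is EGFP and DsRed signal by fluorescent plate cytometry after 18 h at 37 degrees C. Transgenic mouse T cells (750/well) received compound for 60 min before bead stimulation (anti-CD3, anti-CD4, anti-CD28); memory T cells served as non-tolerant control.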
# EPAC1 antagonist: qHTS for Antagonist of cAMP-regulated guanine nucleotide exchange factor 3 (EPAC1): primary screen; Rap guanine nucleotide exchange factor 3 (Homo sapiens), O95398; EPAC1 GEF assay, Rap1b-BODIPY-GDP exchange fluorescence; Potency, µM (highest dose often 115 µM), without a hit: at the top dose activity change, negative = inhibition, actives largely listed as inhibitors; 0.14% of 360,000 active;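 also: potency is read from the fitted curve at half-maximal effect; plate controls were vehicle for no effect and positive control for full effect; nearly all actives have a fitted effect of over 50% in size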
# WRN inhibitor: qHTS for Inhibitors of WRN Helicase; 0.46% of 360,000 active; WRN helicase unwinding, fluorescent forked duplex, kinetic; Potency, µM (series often up to 114 µM), inactives show at the top dose activity change, negative = inhibition, actives largely listed as inhibitors; AID 651768, 2012; also: potency is read from the fitted curve at half-maximal effect; % is scaled to controls: 0 for no effect and ±100 for the full control effect; nearly all actives have a fitted effect of over 55% in size
#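 Kinetic red-fluorescence monitoring (525/598 nm) tracks WRN helicase activity after 100 nM fluorophore-quencher forked duplex and 2 mM ATP are added to 20 nM enzyme pretreated 15 min at room temperature with compound.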
# PI5P4K alpha inh: qHTS for Inhibitors of phosphatidylinositol 5-phosphate 4-kinase (PI5P4K); Phosphatidylinositol 5-phosphate 4-kinase type-2 alpha (Homo sapiens), P48426; PI5P4Kalpha enzyme, ADP-Glo luminescence, 60 min; stronger effect = lower value; max response, %; 1.2% of 330,000 active; active = max response of -50% or lower; inconclusive = between -30% and -50%; inactive = -30% or higher; also: value at the top dose of about 77 µM; % is scaled to controls: 0 for no effect and ±100 for the full control effect
# Target sequence (P48426 whole entry, looked up): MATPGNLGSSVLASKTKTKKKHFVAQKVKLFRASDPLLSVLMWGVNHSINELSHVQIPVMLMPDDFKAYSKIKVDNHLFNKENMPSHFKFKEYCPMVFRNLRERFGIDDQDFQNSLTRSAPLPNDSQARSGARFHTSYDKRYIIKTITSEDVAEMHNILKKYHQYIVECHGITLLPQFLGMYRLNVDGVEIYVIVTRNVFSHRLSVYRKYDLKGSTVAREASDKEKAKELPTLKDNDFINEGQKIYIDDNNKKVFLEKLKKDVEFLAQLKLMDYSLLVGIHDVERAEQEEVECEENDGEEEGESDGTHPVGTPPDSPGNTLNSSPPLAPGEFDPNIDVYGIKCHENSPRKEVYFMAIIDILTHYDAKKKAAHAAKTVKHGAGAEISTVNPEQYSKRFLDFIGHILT
#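 Single end-point luminescence (ADP-Glo) quantified ADP from PI5P4Kalpha turnover; ATP 5 microM final, 1 h at RT, 0.1% CHAPS and 0.28 mM EGTA in HEPES pH 7.4.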
# CCT chaperon mod: High-Throughput Screening for Modulators of Cytosolic Chaperonin Activity | purified chaperonin ATPase assay, HTRF ADP detection, 30 min | activity change, % (test concentration not listed), hits read low | 0.3% of 360,000 active | AID 651819, 2012; in the data active = activity change below about -30%; also: % is scaled to controls: 0 for no effect and ±100 for the full control effect
#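 TRiC at 40 or 20 nM final (batch-dependent) in 30 mM Tris pH 7.4, 100 mM KCl, 5 mM MgCl2, 1 mM DTT, with compound at single 76 uM and 10 uM ATP, 30 min at 37 deg C. ADP detected by HTRF Transcreener, 665/615 ratio.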
# PLK1 PBD block: qHTS for Inhibitors of PLK1-PDB (polo-like kinase 1 - polo-box domain): Primary Screen; Serine/threonine-protein kinase PLK1 (Homo sapiens), P53350; Plk1 PBD binding of FITC phosphopeptide, fluorescence polarization; Potency, µM, without a hit: max response, negative = inhibition, most hits filed as inhibitors; 2.8% of 360,000 active; AID 720504, 2013; also: potency is read from the fitted curve at half-maximal effect; series mostly up to about 57 µM; % is scaled to controls: 0 for no effect and ±100 for the full control effect; nearly all actives have a fitted effect of over 65% in size
# Target sequence (P53350 whole entry, looked up, the tested form may be a part): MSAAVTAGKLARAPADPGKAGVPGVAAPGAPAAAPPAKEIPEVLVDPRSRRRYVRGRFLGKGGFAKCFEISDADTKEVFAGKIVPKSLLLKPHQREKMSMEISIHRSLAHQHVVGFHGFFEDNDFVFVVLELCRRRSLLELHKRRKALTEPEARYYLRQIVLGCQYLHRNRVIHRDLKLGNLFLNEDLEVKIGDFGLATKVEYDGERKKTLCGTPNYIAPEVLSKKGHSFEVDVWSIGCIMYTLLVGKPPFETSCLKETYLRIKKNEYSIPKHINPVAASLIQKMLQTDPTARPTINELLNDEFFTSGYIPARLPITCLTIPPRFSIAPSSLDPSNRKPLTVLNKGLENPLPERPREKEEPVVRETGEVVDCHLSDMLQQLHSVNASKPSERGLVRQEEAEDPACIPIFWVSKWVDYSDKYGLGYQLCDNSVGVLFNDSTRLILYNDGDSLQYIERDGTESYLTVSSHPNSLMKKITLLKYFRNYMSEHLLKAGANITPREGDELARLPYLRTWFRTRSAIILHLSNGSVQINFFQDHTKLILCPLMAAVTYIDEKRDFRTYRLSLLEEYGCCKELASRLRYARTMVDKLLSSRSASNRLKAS
# Numbers without * were called inactive; ? = inconclusive; . = no result given; [ ] = another dose, or the depositor's remark. Unless noted, calls follow the shape of the dose curve; as a rule, active = well fitted curve in the direction sought with a large enough effect; inconclusive = small, poorly fitted or top-dose-only effect, or another doubt; inactive = no such curve, though single readings can be large; an effect the other way counts as inactive or inconclusive. This is a subset; the hit share may differ from the screen's.
compound	EPAC1 agonist	EPAC2 agonist	IL-2 act	EPAC1 antagonist	WRN inhibitor	PI5P4K alpha inh	CCT chaperon mod	PLK1 PBD block
Cc1ccccc1OCCNc1cc(N2CC(C)NC(C)C2)ccc1[N+](=O)[O-] (centres undefined)	8%	-2%	-3.5	-12%	-12%	11	-0.6	-3%
Cc1sc2nc(SCC(=O)N3CCCC3)[nH]c(=O)c2c1C	-2%	11%	0.0	-12%	-3%	1	-4.1	-4%
CCN(CCNC(=O)Nc1ccc(Cl)cc1)c1ccccc1	20%	20%	0.1	-19%	-8%	2	-2.2	-3%
CCN(CC)S(=O)(=O)c1cccc(NC(=O)CNc2cccc(S(=O)(=O)N3CCCC3)c2)c1	3%	0%	-5.0	-3%	-17%	-7	-0.6	-2%
Cc1csc(C(=O)O)c1NC(=O)c1cccc([N+](=O)[O-])c1	1%	11%	1.4	-12%	-5%	-1	-1.4	-6%
Cc1ccc(S(=O)(=O)NCCN(CCNS(=O)(=O)c2ccc(C)cc2)S(C)(=O)=O)cc1	-2%	3%	-0.2	-1%	-2%	-2	-0.8	?
CCN1CCCC1CN(Cc1cc2c(C)cc(C)cc2[nH]c1=O)C(=O)NC1CCCCC1 (centres undefined)	-10%	-1%	0.9	14%	4%	-12	-2.7	-6%
Cc1ccc(OCc2nc(-c3cccs3)no2)c([N+](=O)[O-])c1	-4%	22%	-2.3	-15%	-1%	1	0.0	-8%
Cn1c(=O)c2c(ncn2CC(=O)OCCCC(=O)c2ccc(Br)cc2)n(C)c1=O	2%	4%	-0.7	8%	3%	0	-1.6	-1%
N/C(=N\OC(=O)Cc1ccccc1)c1ccccn1	-2%	3%	-0.4	0%	17%	-22	-1.4	12µM*
O=C(c1c(Cl)nc2sccn12)N1CCN(c2cccc(Cl)c2)CC1	5%	14%	0.2	-1%	2%	-3	1.1	-4%
CC1CN(C(=O)COC(=O)[C@@H]2CC(O)CN2S(=O)(=O)c2ccc3c(c2)OCCO3)CC(C)O1 (some centres undefined)	-2%	-3%	-0.6	2%	8%	-4	0.8	-10%
c1cncc(-c2nn3c(Cn4nnc5ccccc54)nnc3s2)c1	5%	4%	-0.3	-7%	-8%	.	1.2	17µM*
CC1CN(Cc2cc(=O)[nH]c(C(C)C)n2)CC(C)O1 (centres undefined)	9%	6%	-2.9	-3%	-3%	.	-0.4	-7%
COCCNC(=S)N1CCC(c2nc(-c3ccc(N(C)C)cc3)no2)CC1	-2%	7%	-3.3	5%	-1%	-5	0.3	-28%
O=C(Nc1ccc2c(c1)CCC2)c1ncoc1-c1ccccc1F	13%	23%	-0.5	-1%	0%	0	-2.9	-14%
NC(=O)C1CCCN(C(=O)c2[nH]c(C(F)(F)F)nc2-c2ccccc2)C1 (centres undefined)	0%	7%	0.0	2%	2%	3	0.2	-9%
CCCN1C(=O)CN(C2CCCCCC2)C(=O)C1c1ccc(C)cc1 (centres undefined)	-2%	6%	-0.8	4%	6%	.	1.9	0%
CC(C)CCN1CCN(CCCc2ccccc2)CC1CCO (centres undefined)	12%	-2%	-0.1	1%	-4%	0	-0.8	-1%
COc1ccccc1N1C(=O)c2ccccc2NC1c1ccncc1 (centres undefined)	3%	0%	0.8	-13%	-21%	4	-1.2	-2%
Cc1ccc(C)c(NC(=O)C2Cc3ccccc3CN2C(=O)OCc2ccccc2)c1 (centres undefined)	7%	19%	-1.9	-25%	-2%	1	-1.6	-4%
Cc1ccc(Cl)cc1N1CCN(CC(=O)Nc2ccc(CN3CCCCC3)cc2)CC1	0%	-2%	-0.6	11%	7%	-2	0.9	-7%
CN(C)S(=O)(=O)c1cccc(COc2ncnc3c(Cl)cc(Cl)cc23)c1	0%	13%	-0.5	-29%	-4%	-3	-1.2	-11%
O=C1CC(Sc2nnnn2-c2ccccc2)C(=O)N1c1cccc(Cl)c1 (centres undefined)	-12%	11%	-0.5	-3%	-10%	-8	-3.4	?
Cc1nc(SCC(=O)c2cc(C)n(C3CC3)c2C)c2ccccc2n1	5%	5%	-2.8	-1%	-4%	4	-4.6	-3%
CCOC(=O)N1CCN(C(=O)CN(c2ccc(Cl)c(C(F)(F)F)c2)S(C)(=O)=O)CC1	-10%	-2%	1.3	-3%	9%	.	-2.6	0%
CN(C)c1ccc(CC(=O)N2CCCC(c3cc(C(=O)Nc4ccc(F)c(Cl)c4)no3)C2)cc1 (centres undefined)	-11%	7%	0.2	-14%	2%[57.1 µM]	-7	-0.6	-6%
COc1ccc2c(CC(=O)Nc3ccccc3OC)coc2c1	0%	11%	-0.5	-13%	-4%	-7	0.1	-16%
Cc1cc(N)n(-c2ccc(C)c(C)c2)n1	-2%	8%	-2.4	21%	-4%	0	-1.5	-12%
Cc1cc(S(=O)(=O)N2c3ccc(F)cc3CCC2C)ccc1-n1cnnn1 (centres undefined)	4%	21%	-0.1	-8%	-1%[57.1 µM]	2	-2.1	-2%

compound	EPAC1 agonist	EPAC2 agonist	IL-2 act	EPAC1 antagonist	WRN inhibitor	PI5P4K alpha inh	CCT chaperon mod	PLK1 PBD block
COCCCNC(=O)C1CCCN(C(=O)Nc2ccc(OC)cc2)C1 (centres undefined)	5%	1%	1.6	-2%	5%	.	-2.7	-5%
COc1ccccc1C(=O)Nc1ccc(S(=O)(=O)N2CCc3ccccc32)cc1	9%	12%	0.7	1%	-2%	.	2.0	2%
O=C1NC[C@H](CCCCN2C[C@H](Cc3ccc(O)cc3)N(CCc3ccccc3)C(=O)C2=O)N(CCc2ccc(O)cc2)C1=O	7%	7%	-0.2	-2%	-4%	-2	-0.2	0%
CCCc1nc2c3ccccc3ccn2c1Cc1ccccc1C(F)(F)F	5%	1%	-0.9	-17%	-6%	-1	-2.6	-6%
COc1ccc2[nH]c(C)c(C(=O)CN3CCOCC3)c2c1	14%	12%	-0.4	3%	-4%	5	-0.4	-3%
CC1(C)CC(=O)C=C(C(=O)N2CCCC(C(=O)c3cccc(Cl)c3)C2)O1 (centres undefined)	-3%	-6%	0.8	-10%	4%	-9	-0.7	4%
COC(=O)c1c(NC(=O)C2CCCCC2)sc2c1CC(C)(C)NC2(C)C	2%	10%	-3.5	19%	-12%	0	-2.7	-20%
Cc1cc(C)c2[nH]c(=O)c(CN(CC3CCCO3)C(=O)C3CCCO3)cc2c1 (centres undefined)	0%	0%[15.6 µM]	-0.8	0%	-5%	-1	-1.1	-2%
C[C@H](CO)N1C[C@H](C)[C@@H](CN(C)S(=O)(=O)c2cccs2)Oc2c(NS(=O)(=O)c3cn(C)cn3)cccc2C1=O	1%	0%	0.2	-7%	1%	0	0.6	-6%
O=c1[nH]c(=O)n([C@H]2C[C@H](O)[C@@H](CO)O2)cc1Br	-5%	5%	-0.5	16%	4%	-2	-1.6	3%
O=C1/C(=C\c2cccs2)N=C(c2cccs2)N1Nc1ccccc1	26%	?	-2.7	6%	-17%	.	-7.1	-16%
CCc1ccc(/C=C2\SC(=S)N(CCCC(=O)Nc3ccccn3)C2=O)cc1	-1%	?	2.4	18%	-20%	-5	-1.3	16%
CCn1nnnc1SCC(=O)N1c2ccccc2CCc2ccccc21	0%	-3%	1.0	-6%	-2%[57.1 µM]	1	0.9	-2%
O=C(CSc1ccccc1)Nc1cccnc1	-1%	-12%	-1.6	5%	-9%[57.1 µM]	0	2.6	?
O=C(CN1CC(=O)Oc2ccccc21)NCc1ccco1	-1%	-2%	2.8	13%	-2%	6	-2.8	-25%
CC(=O)c1ccc(S(=O)(=O)Nc2c(C)nn(C)c2C)cc1	11%	5%	1.4	-7%	-7%[11.6 µM]	-16	1.4	-9%
COc1ccc(C(CNC(=O)c2cccc3cccnc23)N(C)C)cc1 (centres undefined)	6%	16%	0.8	29%	12%	1	-0.2	-2%
COc1ccccc1OCCSc1nnnn1-c1ccc(C)cc1	-6%	29%	-3.5	-10%	-8%	-6	-2.7	-8%
CC(C)[C@H](NC(=O)[C@@H]1Cc2ccccc2CN1C(=O)OC(C)(C)C)C(=O)NCC1CCCO1 (some centres undefined)	-12%	-4%	2.2	-13%	10%	11	1.4	6%
FC(F)(F)c1ccccc1Cc1c(C2CCCCC2)nc2ccc(Cl)cn12	-14%	-2%	-0.6	-7%	-2%	2	0.3	-5%
Cc1ccsc1CN(C)CC(=O)NCC(=O)Nc1ccc(F)cc1	2%	-3%	-0.6	-2%	-4%	2	-0.4	3%
O=C(c1ccccn1)N1CCN(S(=O)(=O)c2ccccc2)CC1	7%	1%	-0.9	?	-7%[57.1 µM]	-8	-6.0	-5%
Cc1cc(C)n(-c2ccc(C(C)C)cc2)c(=O)c1C#N	9%	5%	0.5	6%	6%	-3	-5.5	-10%
Cc1cc(C)cc(N(CC(=O)NCc2ccc3c(c2)OCO3)C(=O)CCC(=O)Nc2ccccn2)c1	4%	0%	-1.3	-2%	-3%	-9	-4.3	-13%
C[C@H](CO)N1C[C@H](C)[C@@H](CN(C)Cc2ccncc2)Oc2ncc(Br)cc2C1=O	-16%	10%	-2.4	16%	-1%	-9	2.3	-12%
Cc1nnc2c(N3CCN(CCO)CC3)nc3ccccc3n12	-10%	-2%	0.4	-22%	7%	2	-2.9	-2%
COCc1c(Br)c(C)[nH]c(=O)c1C#N	9%	7%	0.7	-10%	-2%	-11	-4.0	-13%
OCCCCCN=c1cc(-c2ccccc2)oc2ccc(Cl)cc12	-1%	5%	-4.3	-16%	-21%	9	-6.4	-1%
Cc1nccn1CC(=O)N/N=C/c1cccs1	0%	-1%	-4.3	3%	3%	23	2.5	3%
